Growth percent in the NCI-60 one-dose screen (48 h, 10 µM unless noted): 100 = growth as untreated, 0 = no growth, -100 = all killed.
SN12C = SN12C renal cancer cells | AID 1794767 | 3.8% of 81,000 active
A498 = A498 renal cancer cells; 5.4% of 76,000 active; AID 1794774
UO-31 = UO-31 renal cancer | 5.2% of 81,000 active | AID 1794768
786-0 = 786-0 renal cancer cells | 5.1% of 81,000 active | AID 1794775
RXF 393 = RXF 393 renal cancer cells. 6.9% of 77,000 active
TK-10 = TK-10 renal cancer cells; 3.9% of 81,000 active; AID 1794769
CAKI-1 = CAKI-1 renal cancer; 4.7% of 75,000 active; AID 1794772
ACHN = ACHN renal cancer | 4.9% of 81,000 active | AID 1794771
DU-145 = DU-145 prostate cancer; 4.2% of 81,000 active; AID 1794760
Starred values were filed as active, the others as inactive; x = not tested or not shown; & = joins results of further samples. Rule for the calls: active = growth percent below 10; inactive = the rest. Outcome played no part in choosing rows; overall some 11% were active at least once.

SMILES	SN12C	A498	UO-31	786-0	RXF 393	TK-10	CAKI-1	ACHN	DU-145
COc1cnc2c(c1)C(=O)c1c-2n(CCCBr)c(=O)c2cc([N+](=O)[O-])ccc12	-15*	-30*	-11*	5.3*	-11*	36	2.8*	3.9*	7.1*
Cc1cc(O)c(C(C)C)cc1N=Cc1ccccc1Cl	96	85	102	104	107	97	98	107	111
OC(Cc1ccccc1)(c1ccccc1)C(O)(Cc1ccccc1)c1ccccc1 (stereo not given)	64	127	65	88	90	92	55	91	77
NCCn1cc(-c2nc(-c3c[nH]c4ncccc34)cs2)c2ccccc21	79	88	51	90	85	148	x	83	100
Cc1ccc(OCCOCCOCCOc2ccc(C)n(O)c2=S)c(=S)n1O	29	52	42	41	66	64	32	45	50
Nc1nc(=O)n(C2CCCO2)cc1Br (stereo not given)	99	86	88	x	125	104	98	111	124
Nc1n[nH]c2cccc(C#Cc3cccc(C(=O)Nc4cc(CN5CCOCC5)cc(C(F)(F)F)c4)c3)c12	39	x	18	64	24	68	49	27	59
COc1ccccc1NC(=O)c1ccc(NC(=O)CCl)s1	-53*	73	-20*	-93*	-56*	-6.2*	-13*	10	41
CCCCCCCCCCCCCCCC[N+]1(C)CCOCC1	15	49	60	5.3*	-80*	-37*	76	63	29
CCCCCCCn1c(=O)c2c(nc(NCCc3ccc(OC)c(OC)c3)n2C)n(C)c1=O	84	101	82	85	65	89	75	68	92
COc1ccc(NC(=O)CN2CCN(c3ncnc4c3cnn4-c3ccccc3)CC2)cc1	68	101	42	102	95	129	65	66	79
COC1OC2COC(c3ccccc3)OC2C(OC(=O)c2ccccc2)C1OC(=O)c1ccccc1 (stereo not given)	88	95	71	91	100	90	79	90	111
Cc1cc(Cl)cc2c1OCN(Cc1ccccc1)C2	114	88	75	106	94	98	99	93	115
Cc1cc(NC(=O)C(Cl)Cl)cc2c1OCO2	108	100	85	110	114	111	102	101	111
CCCCc1nc2c(N)nc3ccccc3c2n1Cc1ccc(C(=O)NC)cc1	94	91	79	100	90	104	91	104	110
N#C/C(=C\c1ccc(N2CCCCC2)cc1)C(=O)Nc1sc2c(c1C#N)CCC2	89	x	91	101	84	108	85	72	101
O=C(COc1ccccc1)Oc1c(Cl)c(Cl)c(Cl)c(Cl)c1Cl	107	102	81	104	111	114	92	98	105
Clc1nc(Cl)c(C2CC(c3ccc(Br)cc3)=NN2c2ccccc2)s1 (stereo not given)	72	73	67	84	88	83	88	102	92
CN(C)c1ncnc2c1ncn2C1CCCCO1 (stereo not given)	94	x	73	99	114	101	102	104	115
Cc1nc2c(cnn2-c2ccccc2)c(=O)n1-c1ccc(N=C2C(=O)Nc3ccccc32)cc1	63	102	x	90	71	106	68	72	87

Exported with each value named: entries from further up
> Clc1nc(Cl)c(C2CC(c3ccc(Br)cc3)=NN2c2ccccc2)s1 (stereo not given)
  SN12C = 72
  A498 = 73
  UO-31 = 67
  786-0 = 84
  RXF 393 = 88
  TK-10 = 83
  CAKI-1 = 88
  ACHN = 102
  DU-145 = 92
> CN(C)c1ncnc2c1ncn2C1CCCCO1 (stereo not given)
  SN12C = 94
  A498 = x
  UO-31 = 73
  786-0 = 99
  RXF 393 = 114
  TK-10 = 101
  CAKI-1 = 102
  ACHN = 104
  DU-145 = 115

Going on with the list.
SMILES	SN12C	A498	UO-31	786-0	RXF 393	TK-10	CAKI-1	ACHN	DU-145
CCC(CC)COC(=O)c1ccc(C(C)C)cc1	101	79	98	104	112	x	99	111	104
O=C(/C=C/c1csc(Br)n1)NO	69	-5.6*	15	52	-16*	-9.3*	16	8.2*	25
O=C1C(Cl)C(c2cccc([N+](=O)[O-])c2)N1n1cnnc1 (stereo not given)	99	108	80	104	103	111	83	95	108
C[N+](C)(C)CC(=O)NNC(=O)Nc1ccc(Cl)cc1	111	158	71	111	102	104	93	102	117
CS(=O)c1nccc(-c2c(-c3ccc(F)c(OCc4ccccc4)c3)nc3sccn23)n1 (stereo not given)	97	94	95	99	97	106	89	83	4.0*
Nc1ccc(C(F)(F)F)cc1[N+](=O)[O-]	102&108	100&92	76&87	103&105	105&101	100&101	101	100&113	114&106
Cc1cccc(NC(=O)N/C(N)=N/c2nc(C)c(C)s2)c1	58	20	64	83	78	96	31	63	72
N#Cc1ccccc1-c1ccc(Cn2c(-c3cscn3)nc3cc(Cl)ccc32)cc1	91	96	55	90	117	91	73	91	92
Cn1cccc1C(=O)C1C(c2ccc(Cl)cc2Cl)C2CSCN2C12C(=O)Nc1ccc(Cl)cc12 (stereo not given)	64	88	43	81	84	122	45	58	75
COc1cc(C2=NN(C(C)=O)C(c3cccc(Nc4ccnc5cc(C(F)(F)F)ccc45)c3)C2)cc(OC)c1OC (stereo not given)	64	60	36	59	55	58	x	59	55
Cc1cccc(Oc2ccc(Nc3ncnc4ccc(NC(=O)CN5CCN(C)CC5)cc34)cc2Cl)c1	46	5.9*	22	-41*	-66*	19	13	-7.4*	33
Cc1ccc2nc(-c3ccc(N4C(=O)/C(=C/c5ccc(N(C)C)cc5)N=C4c4ccccc4)cc3)sc2c1	65	81	34	94	90	106	65	81	69
CNC(=O)c1cc(N2CCc3cc(NC(=O)Nc4cccc(C(F)(F)F)c4)ccc32)ccn1	68	72	70	68	19	102	64	47	69
CCOC(=O)CCc1cccc(CCC(=O)OCC)n1	107	115	92	109	120	105	107	108	112
COc1ccc(C(=O)Nc2cccc(-c3cc(=O)c4ccccc4o3)c2)cc1	93	88	95	82	96	96	88	88	92
Cc1nn(-c2ccccc2)c(N2CCCC2)c1/C=N/N=c1\sc2ccccc2n1C	76	x	81	73	74	106	68	56	89
C=CCOC(=O)C1=C(C)NC2=C(C(=O)CC(C)(C)C2)C1C (stereo not given)	87	85	76	97	95	103	81	89	99
CNC(=O)SCc1ccc(Cl)cc1	101	114	85	95	108	100	97	105	115
O=C1OC(Sc2ccccc2)(c2ccccc2)c2ccccc21 (stereo not given)	92	97	66	99	104	102	x	101	118
C[C@]12CC[C@@H]3c4cc([N+](=O)[O-])c(O)cc4CC[C@H]3[C@@H]1CC[C@@H]2NS(=O)(=O)c1cccc(Br)c1	83	104	62	92	82	93	72	82	84
COc1ncc(-c2ccc3nccc(C#CCCCCC(=O)NO)c3c2)cc1NS(=O)(=O)c1ccc(F)cc1F	15	-76*	8.1*	-15*	-57*	-25*	6.1*	11	12
CC1=NOC(=O)C1C(C)(C)C1C(=O)ON=C1C (stereo not given)	100	104	101	104	118	101	99	89	111
C=CC(=O)Oc1ccc(C(C)(C)c2ccc(OC(=O)C=C)c(Cl)c2)c(Cl)c1	93	97	88	91	100	97	x	108	106
Cc1cc(=O)oc2c(OS(C)(=O)=O)c(OS(C)(=O)=O)ccc12	110	104	107	89	104	108	93	107	110
Cc1ccc([N+]2=NOC(=O)C2S(=O)(=O)Nc2ccc(-n3c(-c4ccccc4Cl)nc4ccccc4c3=O)cc2)cc1 (stereo not given)	93	94	71	111	x	120	84	97	110
N#Cc1nnn(-c2ccc(Cl)cc2)c1N	95	93	96	95	100	124	x	103	115
Cc1cc(N(CCNc2ccnc3cc(Cl)ccc23)Cc2ccccn2)nc(N2CCOCC2)n1	88	96	52	81	74	101	81	98	107
Cc1ccc(NCc2cn(-c3ccc(C(=O)O)cc3)nc2-c2ccc(C(=O)O)cc2)cc1Cl	101	105	84	104	108	114	94	102	107
Cn1cc2c3c(cccc31)[C@H]1C(=O)[C@H](CCC1(C)C)C2(C)C	94	80	61	89	100	80	74	97	107
CC(C)CCC[C@@H](C)[C@H]1CC[C@H]2[C@@H]3CC=C4c5sc(Nc6ccccc6C(F)(F)F)nc5CC[C@]4(C)[C@H]3CC[C@]12C	99	93	90	100	116	96	91	99	105
CC(Cc1ccccc1)NC(=O)CCNNC(=O)c1ccncc1 (stereo not given)	100	101	103	92	114	93	94	102	104
O=C(CSc1cc[n+](CCCCCCO)c2ccccc12)n1ccc2ccccc21	100	114	65	103	114	129	85	97	112
COc1cccc(/C=C/C(=O)c2cc3c(N)c(C(=O)Nc4cccc5ccccc45)sc3nc2C)c1	-28*	4.1*	17	3.4*	-32*	32	17	35	7.6*
OCc1ccccc1SSc1ccccc1CO	83	x	64	102	103	107	95	99	111
CCn1cc(C(=O)NNC(=O)Nc2c(C)cccc2Cl)c(=O)c2ccc(C)nc21	86	80	95	98	92	101	88	99	102
COc1cc(C2CC(=O)Nc3c2c(C)nn3-c2nc3ccccc3[nH]2)c(OC)c2c1OCO2 (stereo not given)	82	39	40	79	73	36	41	86	88
Cc1cc(C)c2c(Cn3cc(Cn4cnc5c4c(=O)n(C)c(=O)n5C)nn3)cc(=O)oc2c1	99	97	82	97	111	102	95	99	100
O=C1NCCN1CCO	100	72	98	96	105	100	98	111	104
O=C(Nc1cccc2cccnc12)c1cc(C(=O)c2ccc(Br)cc2)n2c1ccc1c3ncccc3ccc12	93	91	67	99	101	112	79	91	106
NC(=O)c1c(Nc2ccccc2)n[nH]c1N	100	x	99	90	115	102	119	103	118

In a second layout: entries from further up
> Cc1ccc(NCc2cn(-c3ccc(C(=O)O)cc3)nc2-c2ccc(C(=O)O)cc2)cc1Cl
  SN12C: 101; A498: 105; UO-31: 84; 786-0: 104; RXF 393: 108; TK-10: 114; CAKI-1: 94; ACHN: 102; DU-145: 107

> COc1cc(C2CC(=O)Nc3c2c(C)nn3-c2nc3ccccc3[nH]2)c(OC)c2c1OCO2 (stereo not given)
  SN12C: 82; A498: 39; UO-31: 40; 786-0: 79; RXF 393: 73; TK-10: 36; CAKI-1: 41; ACHN: 86; DU-145: 88

Remaining list, next part:
SMILES	SN12C	A498	UO-31	786-0	RXF 393	TK-10	CAKI-1	ACHN	DU-145
O=C1C(=O)c2ccccc2C(O)=C1C(C1=C(O)c2ccccc2C(=O)C1=O)c1ccc(Cl)c(Cl)c1	95	74	63	92	123	90	98	97	102
Cc1cc(S(=O)(=O)Cl)c(Cl)cc1Cl	108	90	88	97	104	104	93	97	113
O=C1c2ccccc2C(=O)N1c1cccc(-c2cc3ccccc3[nH]2)c1	91	85	83	104	106	115	x	x	110
CC12OCCC1CC(=O)O2 (stereo not given)	109	111	93	101	107	104	94	111	112
CCCCCCCCCCCCCC[N+](C)(C)CCCCCCCCCCCCCC	68	102	78	63	2.3*	48	52	57	98
O=c1c([N+](=O)[O-])c[nH]c2cc(Cl)ccc12	99	98	92	105	x	x	104	112	104
CC(C)N(C(C)C)P(=O)(OP(=O)(c1ccc([N+](=O)[O-])cc1)N(C(C)C)C(C)C)c1ccc([N+](=O)[O-])cc1 (stereo not given)	94	117	84	100	95	102	100	97	115
CCOC(=O)c1c(SC)nn(-c2cc(=O)n(C)c3ccccc23)c1N	103	101	69	97	x	121	82	94	110
CCCCOCCOCCOCc1cc2c(cc1Br)OCO2	x	-61*	77	100	108	96	99	99	107
Nc1nc2c(c3cnccc13)C(c1cccc(Cl)c1)Cc1cnccc1-2 (stereo not given)	34	-5.6*	26	20	7.5*	24	25	15	11
N#Cc1c(N2CCCCC2)nc2sc3cc(Cl)ccc3n2c1=N	100	117	63	122	118	155	78	95	104
O=C1NC(=O)C(CCCCCl)N1 (stereo not given)	105	92	94	94	103	91	79	94	109
O=C(O)c1ccc(NCCCCN2C(=O)COc3ccccc3C2=O)cc1	95	88	97	94	105	96	x	103	109
CC(=O)N=C1CSc2ccccc2N1C	99	124	72	105	x	196	82	95	127
O=C(c1c(-[n+]2noc(=O)[nH]2)no[n+]1[O-])N1CCOCC1	101	x	84	106	108	113	95	110	115
Cn1cc(-c2csc(-c3c[nH]c4ccc(F)cc34)n2)c2cccnc21	64	27	77	67	54	70	37	49	62
COc1cccc(C(=O)N(c2ccc(OC(F)(F)F)cc2)C(C(=O)NC(C)(C)C)c2cc3c(C)cc(C)cc3nc2Cl)c1 (stereo not given)	x	87	65	82	59	80	51	60	83
N#Cc1c(-c2ccc(O)cc2)nc(SCC(=O)NNc2ncnc3ccccc23)[nH]c1=O	102	x	91	102	121	116	93	108	111
Cc1cccc(/C=C/c2c(C(=O)/C=C/c3ccccc3)c(C)nc3ccccc23)c1	-44*	-38*	-94*	-56*	-83*	-6.5*	-36*	-23*	-62*
OC(c1ccccc1)(c1ccccc1)c1nccn1-c1ccccc1	95	93	84	98	121	102	91	103	115
CNC(=O)N/N=C/c1ccc([N+](=O)[O-])o1	91	102	90	111	115	111	114	106	104
O=C1Nc2cc(Cl)ccc2Oc2cc(Oc3ccccc3)ccc21	68	67	53	74	x	78	51	84	71
O=C(NC(c1ccccc1)c1ccccc1)c1ccccc1	106	99	80	107	127	108	x	110	117
Cc1ccc2c3c(ccc2c1)C(=O)c1c(ccc2c1N[C@H]1C[C@@H]2O[C@@H](C)[C@@H]1O)C3=O	84	91	62	108	99	93	77	81	119
O=C1NC(=S)NC(=O)C1=Cc1cc(-c2ccc([N+](=O)[O-])cc2)n(-c2ccccc2)n1	87	97	73	96	86	114	68	89	91
CCOC1=C2C=C(c3ccc(F)cc3)C(=O)OC2Oc2ccccc21 (stereo not given)	87	99	86	97	96	112	91	103	163

Random excerpt: 5 compounds from above.
SMILES	SN12C	A498	UO-31	786-0	RXF 393	TK-10	CAKI-1	ACHN	DU-145
C=CCOC(=O)C1=C(C)NC2=C(C(=O)CC(C)(C)C2)C1C (stereo not given)	87	85	76	97	95	103	81	89	99
CCCCOCCOCCOCc1cc2c(cc1Br)OCO2	x	-61*	77	100	108	96	99	99	107
C[C@]12CC[C@@H]3c4cc([N+](=O)[O-])c(O)cc4CC[C@H]3[C@@H]1CC[C@@H]2NS(=O)(=O)c1cccc(Br)c1	83	104	62	92	82	93	72	82	84
COc1ncc(-c2ccc3nccc(C#CCCCCC(=O)NO)c3c2)cc1NS(=O)(=O)c1ccc(F)cc1F	15	-76*	8.1*	-15*	-57*	-25*	6.1*	11	12
O=C(Nc1cccc2cccnc12)c1cc(C(=O)c2ccc(Br)cc2)n2c1ccc1c3ncccc3ccc12	93	91	67	99	101	112	79	91	106

Screens from PubChem.
